From PubChem
MITF primary: blocks human microphthalmia-associated transcription factor. O75030. AlphaScreen MITF homodimerization, bead proximity signal. inhibition, % at 2.6 µM. 650,000 compounds, 0.91% hits. AID 1259374; in the data active means inhibition above about 50%;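 further: 0% = vehicle wells with protein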
Target sequence (O75030 whole entry, looked up): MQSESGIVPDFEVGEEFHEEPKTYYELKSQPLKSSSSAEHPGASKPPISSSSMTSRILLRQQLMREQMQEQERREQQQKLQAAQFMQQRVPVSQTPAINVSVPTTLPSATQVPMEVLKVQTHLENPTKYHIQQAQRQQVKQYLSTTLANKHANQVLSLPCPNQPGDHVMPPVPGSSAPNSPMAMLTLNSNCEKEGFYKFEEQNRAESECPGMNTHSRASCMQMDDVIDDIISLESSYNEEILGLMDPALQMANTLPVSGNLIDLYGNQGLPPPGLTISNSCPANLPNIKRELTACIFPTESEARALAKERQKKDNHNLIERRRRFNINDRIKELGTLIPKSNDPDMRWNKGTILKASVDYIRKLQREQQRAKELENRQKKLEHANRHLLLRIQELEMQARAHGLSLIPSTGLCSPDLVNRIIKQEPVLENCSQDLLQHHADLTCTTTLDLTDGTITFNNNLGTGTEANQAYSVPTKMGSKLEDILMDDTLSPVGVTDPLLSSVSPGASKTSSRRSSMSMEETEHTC
FBW7 act: activators of human E3 ligase FBW7. Q969H0. AlphaScreen FBW7–phospho-cyclin E peptide binding, activator screen. normalized activity (activation), % at 26.1 µM. 650,000 compounds, 0.13% hits. AID 1259310; in the data active means normalized activity above about 1.9%;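 further: purified mutant Fbw7 with reduced substrate affinity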
TEAD-YAP block: TEAD-YAP interaction inhibition; HEK-TIYL cells, TEAD-Gal4/YAP UAS-luciferase luminescence; inhibition, % at 9.12 µM; 640,000 compounds, 1.4% hits; in the data active means inhibition above about 32%;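 further: 0% = median of test compound wells and 100% = reference inhibitor wells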
GPR151 ag: activates the human receptor GPR151; Q8TDV0; PathHunter beta-arrestin GPR151 cells, luminescence; activation, % at 11.2 µM; 650,000 compounds, 1% hits; in the data active means activation above about 4.9%;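 further: 0% = median of compound wells and 100% = cells with positive control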
Target sequence (Q8TDV0 whole entry, looked up): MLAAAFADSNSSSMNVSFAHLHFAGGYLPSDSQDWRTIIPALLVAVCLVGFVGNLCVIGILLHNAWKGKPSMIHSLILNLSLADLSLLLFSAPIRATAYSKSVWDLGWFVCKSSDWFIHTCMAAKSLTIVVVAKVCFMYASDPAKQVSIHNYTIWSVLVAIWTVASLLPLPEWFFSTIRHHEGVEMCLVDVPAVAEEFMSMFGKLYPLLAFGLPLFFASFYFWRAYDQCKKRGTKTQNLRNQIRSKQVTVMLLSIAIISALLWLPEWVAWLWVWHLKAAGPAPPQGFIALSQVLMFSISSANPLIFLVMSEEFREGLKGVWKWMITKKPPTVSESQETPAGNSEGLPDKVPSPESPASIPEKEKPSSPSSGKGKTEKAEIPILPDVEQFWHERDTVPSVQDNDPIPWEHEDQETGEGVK
Starred values were filed as active, the others as inactive.

SMILES	MITF primary	FBW7 act	TEAD-YAP block	GPR151 ag
Cc1ccc(C2CC(c3cccs3)=NN2C(=O)CSc2nnc(CNC(=O)c3ccco3)n2-c2cccc(Cl)c2)cc1 (stereo not given)	-1	-0.1	24	-1.4
O=C(CSc1ccc(Cl)cc1)N/N=C/c1cccnc1	-6	-0.2	-8	-0.6
Cc1cccn2c(=O)c(/C=C3/SC(=S)N(CC(=O)O)C3=O)c(N3CCCCC3)nc12	10	0.0	8	0.4
CCOc1ccc2ccccc2c1/C=C1\NC(=O)N(Cc2ccc(Cl)cc2)C1=O	10	-0.1	-7	-0.1
COc1ccc(Cn2c(=S)[nH]c3cc(C(=O)NCCC4=CCCCC4)ccc3c2=O)cc1	8	-0.1	1	1.5
NC(=O)c1ccc(NC(=O)CN2CCN(CC(=O)Nc3ccc(F)cc3)CC2)cc1	-5	-0.2	12	1.2
CC(=O)N1CCN(C(=O)CCc2nnc(CCCCc3ccccc3)o2)CC1	5	-0.1	0	-0.1
COCCn1c(=O)c2c(nc3n(C)c(C)c(C)n23)n(C)c1=O	2	0.1	21	1.9
c1ccc(CN2CCC(Nc3nc4ccccc4n4nnnc34)CC2)cc1	15	0.1	-15	-2.1
Cc1cccc(Cn2c(N3CCN(Cc4ccccc4Cl)CC3)nc3c2c(=O)[nH]c(=O)n3C)c1	18	0.4	-4	0.1
Cc1ccc(NC(=O)COc2ccc(C34CC5CC(CC(C5)C3)C4)cc2)cc1	5	0.1	-3	2.7
CN1CCN(c2ccc(-c3cncc(C(=O)Nc4ccc(N5CCOCC5)cc4)c3)cc2)CC1	4	-0.2	-3	1.5
COc1ccc(Cl)cc1NC(=O)CSc1ccc2nnc(-c3ccncc3)n2n1	-5	-0.4	-14	1.9
COc1ccc2c(C)c(CC(=O)N3CCCCC3)c(=O)oc2c1OC	9	0.0	4	0.6
COc1ccc(N2CCn3c(SCC(=O)N4CCc5ccccc54)nnc32)cc1	4	0.0	-4	0.7
CC(C)NS(=O)(=O)c1ccc(OCC(=O)Nc2ccc(C(F)(F)F)cc2)cc1	-9	0.0	13	1.5
CC(C)(C)NS(=O)(=O)c1ccc(CCC(=O)NCc2ccc3c(c2)OCO3)cc1	4	0.5	10	-0.8
O=C(c1cc2nc(-c3ccc([N+](=O)[O-])cc3)cc(C(F)(F)F)n2n1)N1CCOCC1	1	0.1	0	0.2
FC(F)(F)c1cccc(-n2cc(-c3ccccc3)c3c(N4CCN(c5ccccc5)CC4)ncnc32)c1	14	0.0	7	0.0
COc1ccc(-c2nc3ccccc3c(=O)[nH]2)cc1	8	0.1	0	-1.6
CC(=O)Nc1sc2c(c1C(c1ccccc1F)N1CCOCC1)CCCC2 (stereo not given)	2	-0.1	7	2.3
COC(=O)c1c(NC(=O)c2ccc(Cl)cc2)sc(C)c1C	-3	0.0	7	1.5
CC(=O)c1sc(=Nc2ccccc2)n(CCCO)c1C	5	-0.2	-1	-0.3
Cc1ccc(S(=O)(=O)N2CCN(S(=O)(=O)c3ccccc3[N+](=O)[O-])CC2)cc1	-8	-0.1	8	1.2
CC(C)CNC(=O)CC(F)(F)F	-2	-0.1	5	0.3
O=S(=O)(c1ccc(F)cc1)N1CCN(Cc2ccccc2)CC1	-12	-0.2	-4	-0.8
Cc1ccc2nsnc2c1S(=O)(=O)NCc1ccc(S(N)(=O)=O)cc1	-5	0.0	13	0.0
CCOC(=O)C1CCN(C(=O)c2sc3ncn(CC(=O)N4CCCCC4)c(=O)c3c2C)CC1	2	-0.1	-7	0.0
COc1ccc(-c2nc(Cn3c(=O)n(C(C)C)c(=O)c4ccccc43)c(C)o2)cc1OC	4	0.1	12	0.6
CC(=O)Nc1ccc(OC(C)C)cc1	8	0.0	9	-0.2
Cc1ccccc1Nc1cc(N2CCOCC2)c2noc3c2c1C(=O)c1ccccc1-3	55*	-0.4	5	-1.2
Cc1cc2[nH]c(=O)c(=O)[nH]c2cc1S(=O)(=O)N1CCCc2ccccc21	3	-0.1	8	2.5
COc1ccc(OC(C)C(=O)Nc2ccc(F)cc2F)cc1 (stereo not given)	14	1.2	3	2.0
CCOc1ccc(NC(=O)CSC2=C(C#N)C(c3ccc4c(c3)OCO4)CC(=O)N2)cc1 (stereo not given)	-1	-0.2	4	0.0
C[C@@H]1NC(=O)[C@H]2CN(Cc3ccc(Cl)cc3)CCN2C1=O	-5	-1.7	1	0.0
CC(C)(C)NC(=O)Cn1c(S(=O)(=O)Cc2ccccc2)nc2ccccc21	-3	0.1	6	0.3
O=C(Nn1cnnc1)c1ccc2c(c1)OCO2	-1	0.0	0	0.8
O=C(NCc1ccco1)c1cc(C(=O)NCc2ccco2)cc(C(=O)NCc2ccco2)c1	38	-0.3	4	0.5
O=C1NC(=S)S/C1=C/c1ccc[nH]1	13	-0.1	49*	0.2
O=C1N(C2Cc3ccccc3C2)C[C@@H]2C[C@@H](c3ccsc3)N3CCC[C@@]123	16	0.0	0	-1.7
COc1ccc(Cl)cc1NC(=S)NCc1ccc(S(N)(=O)=O)cc1	11	0.8	2	-0.3
Cc1nc(C(=O)NN)cc2c1[nH]c1ccccc12	7	1.4	-4	2.5
COc1ccc(C(=O)Nc2cccc(-c3nc4cc(Cl)ccc4o3)c2)cc1[N+](=O)[O-]	-5	-0.1	1	-0.2
CN1/C(=C(/C#N)c2nc(C#N)c(C#N)nc2N2CCCC2)Nc2ccccc21	-2	-0.2	0	0.0
COc1cc(C=O)cc(OC)c1OC(=O)c1ccco1	-20	0.0	-15	-0.6
CN(C)CC(O)CN(c1ccccc1)S(=O)(=O)c1ccc([N+](=O)[O-])cc1 (stereo not given)	-5	-0.1	6	-0.1
CN1CCN(C(=O)c2ccc(-c3cncc(C(=O)NCCN4CCOCC4)c3)cc2)CC1	2	0.0	-6	3.4
O=c1[nH]c(-c2ccccc2)nc2c1CN(Cc1ccccc1)CC2	0	0.1	1	1.9
COc1ccc(-c2nnc(SCC(=O)NC(C)C)n2CC2CCCO2)cc1OC (stereo not given)	-3	0.1	-5	-0.1
O=C(NCc1ccc(F)cc1)C1C2C=CC3(CN(Cc4ccccc4)C(=O)C13)O2 (stereo not given)	0	0.2	8	0.7

Carrying on:
SMILES	MITF primary	FBW7 act	TEAD-YAP block	GPR151 ag
CC(=O)Nc1ccc(Nc2ncc([N+](=O)[O-])c(Nc3ccc(NC(C)=O)cc3)n2)cc1	5	0.1	21	0.1
Cc1ccc(NC(=O)CSC2=C(C#N)C(c3ccc(C(C)C)cc3)CC(=O)N2)cc1 (stereo not given)	13	0.1	10	0.0
CC(=O)N1CCN(C2=NC(=O)/C(=C\c3ccc(Cl)cc3)S2)CC1	1	-0.2	2	-0.1
CCC(C)C1N=C2c3ccccc3N=C(SCC(=O)c3ccc(Br)cc3)N2C1=O (stereo not given)	-121	-0.1	9	-0.3
COc1ccc(CC(=O)Nc2ccc(-c3nnc4n3CCCCC4)cc2)cc1	-10	0.0	-3	-0.6
CCOC(=O)c1sc2ncn(C(C)C)c(=O)c2c1C	2	-0.1	-11	0.0
COC(=O)c1ccc(CN2CCC(Oc3ccc(C(=O)N4CCCCC4)cc3)CC2)cc1	15	0.0	-10	0.1
CCC(=O)Nc1ccccc1-c1ccccc1	-5	0.0	-7	-1.0
CCCOc1ccc(NC(=O)CC2C(=O)N(c3ccc(F)cc3)C(=S)N2CCCN2CCN(CC)CC2)cc1 (stereo not given)	8	-0.1	-1	-0.8
O=C(CSC1=NC2(CCCC2)N=C1c1ccccc1)Nc1ccc2c(c1)OCCO2	16	0.0	17	0.0
COC(=O)c1c(OCc2ccccc2)cc(=O)n2c1CCN(Cc1cnn(C)c1C)CC2	13	0.2	-4	1.2
CC1CC(C)(C)NC(=S)N1CC(=O)N1CCC(Cc2ccccc2)CC1 (stereo not given)	18	-0.1	6	-0.7
COC(=O)c1cc2oc(C)cc2n1Cc1ccccc1F	1	0.1	4	1.8
CC(C)c1[nH]nc2c1C1(CCN(C)CC1)C(C#N)=C(N)O2	-8	0.0	-1	-1.6
Cc1cccc(C)c1NC(=O)C(C(C)C)N1C(=O)c2ccccc2C1=O (stereo not given)	-6	-0.1	-20	0.8
COc1ccc(CN(C)Cn2nc(-c3ccccc3)n(C)c2=S)cc1	1	0.0	-7	1.0
O=c1[nH]cnc2nn(-c3ccc(OC(F)(F)F)cc3)nc12	2	-0.1	2	-1.6
Cc1ccc(-c2n[nH]c(CCNC(=O)CCc3n[nH]c(=O)c4ccccc34)n2)cc1	-5	-0.2	-2	0.8
O=C(NCCN1CCOCC1)c1cccc(Br)c1	30	0.1	0	-0.7
O=[N+]([O-])c1nn(-c2ccccc2)n(O)c1=Nc1cccc(F)c1	6	0.3	-43	2.8

A second format for part of the listing above.
Structure | MITF primary | FBW7 act | TEAD-YAP block | GPR151 ag
CCCOc1ccc(NC(=O)CC2C(=O)N(c3ccc(F)cc3)C(=S)N2CCCN2CCN(CC)CC2)cc1 (stereo not given) | 8 | -0.1 | -1 | -0.8
O=C(CSC1=NC2(CCCC2)N=C1c1ccccc1)Nc1ccc2c(c1)OCCO2 | 16 | 0.0 | 17 | 0.0
COC(=O)c1c(OCc2ccccc2)cc(=O)n2c1CCN(Cc1cnn(C)c1C)CC2 | 13 | 0.2 | -4 | 1.2
CC1CC(C)(C)NC(=S)N1CC(=O)N1CCC(Cc2ccccc2)CC1 (stereo not given) | 18 | -0.1 | 6 | -0.7
COC(=O)c1cc2oc(C)cc2n1Cc1ccccc1F | 1 | 0.1 | 4 | 1.8
CC(C)c1[nH]nc2c1C1(CCN(C)CC1)C(C#N)=C(N)O2 | -8 | 0.0 | -1 | -1.6
Cc1cccc(C)c1NC(=O)C(C(C)C)N1C(=O)c2ccccc2C1=O (stereo not given) | -6 | -0.1 | -20 | 0.8
COc1ccc(CN(C)Cn2nc(-c3ccccc3)n(C)c2=S)cc1 | 1 | 0.0 | -7 | 1.0
O=c1[nH]cnc2nn(-c3ccc(OC(F)(F)F)cc3)nc12 | 2 | -0.1 | 2 | -1.6
Cc1ccc(-c2n[nH]c(CCNC(=O)CCc3n[nH]c(=O)c4ccccc34)n2)cc1 | -5 | -0.2 | -2 | 0.8
O=C(NCCN1CCOCC1)c1cccc(Br)c1 | 30 | 0.1 | 0 | -0.7
O=[N+]([O-])c1nn(-c2ccccc2)n(O)c1=Nc1cccc(F)c1 | 6 | 0.3 | -43 | 2.8

Next section.
SMILES	MITF primary	FBW7 act	TEAD-YAP block	GPR151 ag
C=CCN(CC=C)C(=S)Nc1ccc(OC)cc1OC	5	0.1	4	1.5
CC(=O)Nc1ccc(-c2cnccc2NC(=O)C2COc3ccccc3O2)cc1 (stereo not given)	10	-0.1	-13	0.0
Cc1onc(-c2c(Cl)cccc2Cl)c1C(=O)NC(=S)Nc1sc2c(c1C#N)CCCC2	9	0.4	3	0.0
Clc1ccc(NC2CCCCC2)nn1	-11	-0.2	14	1.2
N#Cc1ccccc1N=NNc1cccc([N+](=O)[O-])c1	-4	0.0	-8	0.5
Cc1noc(C)c1S(=O)(=O)N1CCCC(N2CCOCC2)C1 (stereo not given)	-3	-0.2	-3	-2.0
COCCSc1nnc(-c2ccccc2)n1C	3	0.0	-9	-0.1
O=C1C2C3C=CC(C3)C2C(=O)N1/N=C/c1ccc([N+](=O)[O-])s1 (stereo not given)	8	0.0	-6	-1.0
Cc1cccc(N2C(N)=C(C#N)C(c3cc(C)sc3C)C3=C2CC(C)(C)CC3=O)c1 (stereo not given)	-140	-0.1	-6	1.0
c1ccc(CN2CCC(Nc3cc(Nc4ncccn4)ncn3)CC2)cc1	0	0.0	-5	-0.7
c1ccc(-n2cnc3c(NCc4cccnc4)nc(Nc4ccc(N5CCOCC5)cc4)nc32)cc1	6	-0.1	29	0.6
CCC1CCc2c(sc(NC(=O)c3ccc(C)cc3)c2C(N)=O)C1 (stereo not given)	1	0.0	-5	2.3
CCOc1cc(C(=O)N2CCOCC2)ccc1OC	-3	0.0	-3	2.7
Oc1ccc2ccccc2c1	-1	-0.1	-20	-2.1
O=[N+]([O-])c1ccccc1-c1nnc(CSc2n[nH]c(-c3ccccc3O)n2)o1	2	-0.2	-8	-1.7
c1ccc(CN2CCC(Nc3nc(N4CCc5ccccc5C4)nc4c3ncn4-c3ccsc3)CC2)cc1	-1	-0.1	-8	-0.6
CC1=C(C(=O)OC2CCCCC2)C(c2ccccc2C)C2=C(CCCC2=O)N1 (stereo not given)	-11	-0.3	0	0.6
CN(C)CCCN1C(=O)C(O)=C(C(=O)c2ccco2)C1c1ccc(Cl)cc1 (stereo not given)	1	-0.1	0	0.3
N#Cc1ccc(/C=C/C(=O)c2ccc3c(c2)OCO3)cc1	-8	0.0	-4	-0.5
OC(COc1ccc(OCC(O)CN2CCN(Cc3ccc(Cl)cc3)CC2)cc1)CN1CCN(Cc2ccc(Cl)cc2)CC1 (stereo not given)	-3	-0.3	-3	2.0
c1cn(-c2ccc(Nc3nc4ncnc(Nc5ccc6c(c5)OCO6)c4[nH]3)cc2)cn1	9	-0.1	-29	-0.5
Cc1ccc(CNC(=O)CCCCCn2c(SCc3cc(=O)n4ccccc4n3)nc3ccsc3c2=O)cc1	28	0.0	-4	1.4
CCC(C)NS(=O)(=O)c1cc2c(cc1Cl)N(C(C)=O)CCO2 (stereo not given)	-9	0.3	-6	-1.1
COC(=O)C(O)(CC(=O)Nc1ccc(C)c(F)c1)C(F)(F)F (stereo not given)	2	0.9	12	-1.9
O=[N+]([O-])c1cnc(Nc2ccc(S(=O)(=O)Nc3nccs3)cc2)c([N+](=O)[O-])c1	9	-0.1	0	1.1
CC(C)(C)C(=O)Nc1ccc(N2CCCCS2(=O)=O)cc1	10	0.5	1	2.9
CC(C)CCC1(C2CCN(C(=O)c3ccc(N4CCCC4=O)cc3)CC2)NC(=O)NC1=O (stereo not given)	12	0.0	6	2.0
Clc1ccccc1OCCn1nnc2ccccc21	13	0.0	-22	-0.3
